Screens as filed in PubChem.
Bcl-B Bim block: inhibitors of Bim-Bcl-B binding, primary screen, biochemical, multiplexed, human Bcl-2 family. inhibition, % at 10 µM. Bcl-2-like protein 10 (Homo sapiens), Q9HD36. AID 951, 2007. bead-based flow cytometry, Bim peptide-Bcl-B binding. hit rate 0.073% among 190,000;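 also: 0% = tracer peptide without compound and 100% = reference inhibitor peptide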
Target sequence (Q9HD36 whole entry, looked up): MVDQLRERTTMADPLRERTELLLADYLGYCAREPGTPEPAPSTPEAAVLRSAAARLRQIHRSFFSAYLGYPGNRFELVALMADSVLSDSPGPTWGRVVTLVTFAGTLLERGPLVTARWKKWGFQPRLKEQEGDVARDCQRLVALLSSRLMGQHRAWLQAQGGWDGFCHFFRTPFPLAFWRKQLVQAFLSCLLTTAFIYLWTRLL
RGS4-Gao reg: modulators of RGS4 binding to Galphao, primary screen, biochemical, multiplexed bead flow cytometry. actives lie on both sides. hit rate 0.33% among 220,000. Guanine nucleotide-binding protein G(o) subunit alpha (Homo sapiens), P09471. binding response (% of control), % at 10 µM. AID 1415, 2008; in the data active = binding response below about 49% or above about 150%; inactive = in between;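 also: fluorescent Galphao activated with aluminum fluoride binding bead-coupled RGS4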
Target sequence (P09471 whole entry, looked up): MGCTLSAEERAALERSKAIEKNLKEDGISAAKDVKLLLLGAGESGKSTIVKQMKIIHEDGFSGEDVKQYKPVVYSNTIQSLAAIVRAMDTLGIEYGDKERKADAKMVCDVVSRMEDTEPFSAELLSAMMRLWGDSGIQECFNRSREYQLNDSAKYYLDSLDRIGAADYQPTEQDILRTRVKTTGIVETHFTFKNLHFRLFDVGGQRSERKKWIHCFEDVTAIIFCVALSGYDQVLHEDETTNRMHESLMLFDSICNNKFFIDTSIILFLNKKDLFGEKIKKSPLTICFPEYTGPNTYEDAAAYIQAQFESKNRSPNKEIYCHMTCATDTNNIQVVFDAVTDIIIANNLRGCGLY
Bcl-XL Bim block: inhibitors of Bim-Bcl-XL binding, primary screen, biochemical, multiplexed, bead flow cytometry, human Bcl-XL; AID 1007, 2008; Bim peptide-Bcl-XL binding, fluorescence; Bcl-2-like protein 1 (Homo sapiens), Q07817; inhibition, % at 10 µM; hit rate 0.04% among 190,000
Avidin fluor: green autofluorescence of compounds with avidin beads – biophysical, 488/530 nm, flow cytometry, artefact control, profiling panel. compound fluorescence 488/530 nm; hits give high values. fluorescence (KMESF) at 10 µM. hit rate 0.38% among 220,000. AID 1775, 2009; in the data active = fluorescence above about 47; also: inactives centre near 10
ABCB1 block: ABCB1 efflux pump inhibitors, primary screen, cell-based, multiplex, flow cytometry, ABCG2 counter-screen. CCRF-Adr cells, JC-1 efflux. inhibition, % at 6.6 µM. hit rate 0.067% among 190,000; in the data active = inhibition above about 40%;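 also: 0% = vehicle and 100% = reference inhibitor; higher value means more JC-1 retained so stronger ABCB1 efflux block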
GSH bead fluor: compound fluorescence on glutathione beads, profiling panel, artefact control, biophysical, 488/530 nm, flow cytometry; GSH beads flow cytometry, compound fluorescence 488/530 nm; hits give high values; fluorescence (KMESF) at 10 µM; hit rate 0.25% among 190,000; in the data active = fluorescence above about 89;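 also: glutathione beads carrying GST-tagged Bcl family fusion proteins plus one bare bead set; values are compound well signal with DMSO vehicle wells as background; inactives centre near 16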
Bfl-1 Bim block: inhibitors of Bim binding to Bfl-1, primary screen, biochemical, multiplexed, bead-based flow cytometry; Bcl-2-related protein A1 (Homo sapiens), Q16548; Bim-Bfl-1 binding inhibition; inhibition, % at 10 µM; hit rate 0.12% among 190,000; AID 1008, 2008;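 also: 0% = wells without compound plus tracer and 100% = blocker peptide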
RGS7-Gao: RGS7-Galphao binding modulators, primary screen, biochemical, multiplexed bead flow cytometry | Guanine nucleotide-binding protein G(o) subunit alpha (Homo sapiens), P09471 | actives lie on both sides | binding response (% of control), % at 10 µM | hit rate 0.35% among 220,000; in the data active = binding response below about 49% or above about 150%; inconclusive = no clear call, values can overlap the other calls; inactive = in between;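 also: fluorescent Galphao held in activated GDP-AlF4 state binding bead-coupled RGS7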
Bcl-W Bim block: inhibitors of Bim binding to Bcl-W, primary screen, biochemical, multiplexed, bead-based flow cytometry | Bim peptide-Bcl-W binding | hit rate 0.02% among 190,000 | inhibition, % at 10 µM | Bcl-2-like protein 2 (Homo sapiens), Q92843;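 also: 0% = bound tracer without compound and 100% = peptide blocker; higher means less fluorescent Bim peptide bound to Bcl-W beads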
Target sequence (Q92843 whole entry, looked up): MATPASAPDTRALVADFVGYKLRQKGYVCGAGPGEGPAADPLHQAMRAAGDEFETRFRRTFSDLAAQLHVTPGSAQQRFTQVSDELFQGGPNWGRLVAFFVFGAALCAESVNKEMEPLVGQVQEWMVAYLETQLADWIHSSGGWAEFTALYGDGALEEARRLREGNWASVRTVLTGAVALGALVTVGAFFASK
Bcl-2 Bim block: inhibitors of Bim-Bcl-2 binding, primary screen, biochemical, multiplexed, human Bcl-2 family. AID 950, 2007. Apoptosis regulator Bcl-2 (Homo sapiens), P10415. Bead-based flow cytometry, Bim peptide-Bcl-2 binding. hit rate 0.06% among 190,000. inhibition, % at 10 µM; in the data active = inhibition above about 40%; inconclusive = no clear call, values can overlap the other calls;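 also: 0% = no compound wells with probe peptide and 100% = reference peptide inhibitor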
ABCG2 block: ABCG2 efflux pump inhibitors, primary screen, multiplex with ABCB1, IgMXP3 cells, flow cytometry. JC-1 efflux. AID 1325, 2008. hit rate 0.1% among 190,000. inhibition, % at 6.6 µM. Broad substrate specificity ATP-binding cassette transporter ABCG2 (Homo sapiens), Q9UNQ0;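 active = inhibition above 80%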;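 also: 0% = DMSO and 100% = nicardipine control wells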
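Measure – % inhibition of efflux relative to nicardipine and DMSO · Test system – ABCG2 IgMXP3 and barcoded ABCB1 CCRF-Adr cell mix · Control set – nicardipine as high control, DMSO as low control · Compound – one concentration, 6.6 µM final · Signal – flow cytometry of retained JC-1 fluorescence · Timing – 10 min exposure at 25 °C with rotation, no wash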
Active calls of the source: *; ? = inconclusive. Rule as the data show it, unless noted: active = inhibition above about 40%.

| smiles | Bcl-B Bim block | RGS4-Gao reg | Bcl-XL Bim block | Avidin fluor | ABCB1 block | GSH bead fluor | Bfl-1 Bim block | RGS7-Gao | Bcl-W Bim block | Bcl-2 Bim block | ABCG2 block |
| --- | --- | --- | --- | --- | --- | --- | --- | --- | --- | --- | --- |
| O=C(Nc1ccccc1)OCc1ccccn1 | -1 | 101 | 0 | 33 | 1.5 | 17 | 0 | 101 | 0 | -1 | 8 |
| CCCCCC(=O)NNC1=NCC(Cc2cccc(Cl)c2)S1 (stereo unspecified) | 1 | 103 | -1 | 5 | -0.1 | 11 | -1 | 100 | 1 | -2 | 0 |
| COc1ccc(-c2cc3ccccc3n2CC(O)CNC(CO)(CO)CO)cc1 (stereo unspecified) | 0 | 97 | 0 | 11 | 0.4 | 31 | -2 | 96 | -1 | -1 | 2 |
| COc1ccc(OCC(=O)N/N=C2/C=C(C)CC2)cc1 | 0 | 99 | 1 | 12 | 0.5 | 13 | -5 | ? | 2 | -1 | 17 |
| Cc1ccccc1C(=O)Nc1cccc(NC(=O)Cn2cnc3c(=O)n(C)c(=O)n(C)c32)c1 | -9 | 103 | -4 | 10 | -0.5 | 20 | -6 | 103 | 0 | -7 | -2 |
| O=C1c2cccc(OCC(=O)N3CCCc4ccccc43)c2CCN1Cc1ccccc1 | -7 | 99 | -6 | 6 | 3.0 | 11 | -7 | 97 | -3 | -7 | 12 |
| COc1ccc(C2CC(c3ccccc3)=NN2C(=O)c2ccc(Cl)c([N+](=O)[O-])c2)cc1 (stereo unspecified) | -9 | 106 | -7 | 4 | 1.1 | 9 | -5 | 103 | -2 | -3 | 6 |
| NS(=O)(=O)c1ccc(CCNC(=O)COC(=O)C2CCCN2C(=O)c2cccs2)cc1 (stereo unspecified) | -8 | 102 | -2 | 10 | 0.6 | 12 | -10 | 103 | 2 | -8 | 2 |
| CCC(=O)Nc1ccc(C(=O)n2ccc(C)n2)cc1 | 1 | 104 | 0 | 4 | 0.5 | 15 | 0 | 104 | -4 | 2 | 5 |
| CCOc1ccc(-c2nc[nH]c2[N+](=O)[O-])cc1 | -7 | 106 | -2 | 25 | -0.3 | 11 | -9 | 108 | -3 | -7 | 1 |
| Cc1cc(C)n(-c2ccc(C(=O)Nc3nnc(C)s3)cc2)n1 | -8 | 102 | 0 | 8 | 0.3 | 10 | -8 | 98 | 1 | -7 | 3 |
| CCCOc1ccc(-c2cc(C(=O)NCC3CCCO3)c3ccccc3n2)cc1 (stereo unspecified) | 0 | 101 | 0 | 11 | 8.0 | 18 | -2 | 98 | 0 | 0 | 20 |
| CN(Cc1nc2ccccc2n1C)S(=O)(=O)c1ccc(F)cc1 | -9 | 101 | -7 | 13 | 2.6 | 33 | -15 | 100 | 0 | -9 | 14 |
| COc1cccc(/C=N\NC(=O)c2ccc(Cn3cc(Br)c([N+](=O)[O-])n3)o2)c1O | -4 | 89 | -3 | 11 | -0.4 | 11 | -8 | 86 | -2 | -3 | 3 |
| COc1ccc(C(=O)NC(=S)Nc2ccc(CN3CCCCC3)cc2)cc1Cl | 1 | 104 | 0 | 12 | 1.2 | 19 | -1 | 103 | 0 | -1 | 3 |

Other compounds follow.
Abbreviations: A = Bcl-B Bim block; B = RGS4-Gao reg; C = Bcl-XL Bim block; D = Avidin fluor; E = ABCB1 block; F = GSH bead fluor; G = Bfl-1 Bim block; H = RGS7-Gao; I = Bcl-W Bim block; J = Bcl-2 Bim block; K = ABCG2 block
Cc1cc(C)c(NC(=O)CN2CCC(NC(=O)NC3CCCCC3)CC2)c(C)c1
  A = -2; B = 98; C = -4; D = 10; E = 0.3; F = 10; G = -8; H = 94; I = -3; J = -2; K = 0
CCOc1ccc(NC(=O)CC2C(=O)N(c3ccccc3)C(=O)N2Cc2ccco2)cc1 (stereo unspecified)
  A = -2; B = 101; C = -3; D = 7; E = 0.7; F = 9; G = -6; H = 100; I = 1; J = -4; K = 10
Cc1ccc(C)c(C(=O)NC(C)CCc2ccccc2)c1 (stereo unspecified)
  A = -5; B = 104; C = 0; D = 25; E = 1.1; F = 8; G = -5; H = 103; I = 0; J = -2; K = 3
N=C1C(c2ccccc2)=C(O)CN1CCO
  A = -5; B = 98; C = -3; D = 5; E = 0.3; F = 23; G = -5; H = 101; I = -3; J = -2; K = 1
CN(c1ccc(OCC(=O)OCC(=O)NCc2ccco2)cc1)S(=O)(=O)c1ccc2ccccc2c1
  A = -6; B = 93; C = -2; D = 9; E = 0.3; F = 15; G = -4; H = ?; I = -1; J = -2; K = 0
O=S1CC/C(=N\O)c2ccccc21 (stereo unspecified)
  A = -2; B = 96; C = -4; D = 21; E = 2.1; F = 11; G = -3; H = 98; I = 0; J = -3; K = 13
CC(OC(=O)CNS(=O)(=O)/C=C/c1ccccc1)C(=O)Nc1ccc(S(=O)(=O)N2CCCC2)cc1 (stereo unspecified)
  A = -8; B = 102; C = -6; D = 2; E = 0.0; F = 20; G = -4; H = 102; I = -1; J = -9; K = 1
N#CCCN1CCN(C(=S)c2ccc(-c3cc(Cl)ccc3Cl)o2)CC1
  A = -17; B = 91; C = -13; D = 13; E = 0.0; F = 33; G = -22; H = 93; I = -6; J = -13; K = 8
COc1ccc(NC(=O)COC(=O)c2cccc(S(=O)(=O)N(C)C)c2)cc1
  A = -2; B = 99; C = -4; D = 10; E = -0.1; F = 12; G = -5; H = 101; I = 0; J = 0; K = 0

Reformatted with values under each structure: part of the list above
Sequence of screens: Bcl-B Bim block	RGS4-Gao reg	Bcl-XL Bim block	Avidin fluor	ABCB1 block	GSH bead fluor	Bfl-1 Bim block	RGS7-Gao	Bcl-W Bim block	Bcl-2 Bim block	ABCG2 block
Cc1cc(C)c(NC(=O)CN2CCC(NC(=O)NC3CCCCC3)CC2)c(C)c1
    -2	98	-4	10	0.3	10	-8	94	-3	-2	0
CCOc1ccc(NC(=O)CC2C(=O)N(c3ccccc3)C(=O)N2Cc2ccco2)cc1 (stereo unspecified)
    -2	101	-3	7	0.7	9	-6	100	1	-4	10
Cc1ccc(C)c(C(=O)NC(C)CCc2ccccc2)c1 (stereo unspecified)
    -5	104	0	25	1.1	8	-5	103	0	-2	3
N=C1C(c2ccccc2)=C(O)CN1CCO
    -5	98	-3	5	0.3	23	-5	101	-3	-2	1
CN(c1ccc(OCC(=O)OCC(=O)NCc2ccco2)cc1)S(=O)(=O)c1ccc2ccccc2c1
    -6	93	-2	9	0.3	15	-4	?	-1	-2	0
O=S1CC/C(=N\O)c2ccccc21 (stereo unspecified)
    -2	96	-4	21	2.1	11	-3	98	0	-3	13
CC(OC(=O)CNS(=O)(=O)/C=C/c1ccccc1)C(=O)Nc1ccc(S(=O)(=O)N2CCCC2)cc1 (stereo unspecified)
    -8	102	-6	2	0.0	20	-4	102	-1	-9	1
N#CCCN1CCN(C(=S)c2ccc(-c3cc(Cl)ccc3Cl)o2)CC1
    -17	91	-13	13	0.0	33	-22	93	-6	-13	8
COc1ccc(NC(=O)COC(=O)c2cccc(S(=O)(=O)N(C)C)c2)cc1
    -2	99	-4	10	-0.1	12	-5	101	0	0	0

Three entries out of the list, ordered by molar mass, high to low.
Abbreviations: A = Bcl-B Bim block; B = RGS4-Gao reg; C = Bcl-XL Bim block; D = Avidin fluor; E = ABCB1 block; F = GSH bead fluor; G = Bfl-1 Bim block; H = RGS7-Gao; I = Bcl-W Bim block; J = Bcl-2 Bim block; K = ABCG2 block
N#CCCN1CCN(C(=S)c2ccc(-c3cc(Cl)ccc3Cl)o2)CC1
  A = -17; B = 91; C = -13; D = 13; E = 0.0; F = 33; G = -22; H = 93; I = -6; J = -13; K = 8
COc1ccc(NC(=O)COC(=O)c2cccc(S(=O)(=O)N(C)C)c2)cc1
  A = -2; B = 99; C = -4; D = 10; E = -0.1; F = 12; G = -5; H = 101; I = 0; J = 0; K = 0
N=C1C(c2ccccc2)=C(O)CN1CCO
  A = -5; B = 98; C = -3; D = 5; E = 0.3; F = 23; G = -5; H = 101; I = -3; J = -2; K = 1
